# Source: PubChem (Broad Institute)
# XiGFP reactiv – activators of inactive X chromosome reactivation, primary screen, imaging, XiGFP fibroblasts, GFP high-content imaging, set 2. activation, % at 7.58 µM. XiGFP mouse fibroblasts, % GFP-positive cells imaging, 3 d; cells co-treated with 5-aza-dC sensitizer; scaled so ellipticine positive control = 100%. 360,000 tested, 0.055% active. AID 743238, 2013;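 active = mean normalized replicate activation at least 10% and every replicate at or above 10%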;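 note: 0% = median of on-plate neutral control wells and 100% = ellipticine 6 µM median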
#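 System: 68-5-11 XiGFP fibroblast line; Timing: 3 days compound exposure; Compound dosing: one concentration, pinned; Benchmarks: positive control ellipticine, 6 µM final; Buffer or medium: DMEM containing 5-aza-dC.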
# S100A4 MyoIIA – inhibitors of S100A4-myosin IIA peptide binding, primary screen, biochemical, fluorescence polarization, TAMRA-MyoIIA peptide. inhibition, % at 10.7 µM. 360,000 tested, 0.14% active. Protein S100-A4 (Homo sapiens), P26447;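 active = mean inhibition of at least 70% across replicates, with every replicate also reaching that level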
# Target sequence (P26447 whole entry, looked up): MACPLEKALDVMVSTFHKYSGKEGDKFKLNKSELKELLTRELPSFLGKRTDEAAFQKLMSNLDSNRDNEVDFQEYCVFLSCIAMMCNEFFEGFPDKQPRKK
#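 System – human S100A4 monomer protein, biochemical binding assay · Buffer or medium – Calcium-containing HEPES buffer, pH 7.2 · Timing – 5 min between mix addition and reading · Also added – TAMRA-labelled myosin IIA heavy-chain peptide probe, 5 nM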
# ERp5 inh – inhibitors of ERp5-driven insulin aggregation, primary screen, biochemical, turbidity, absorbance 650 nm, single point. inhibition, % at 9.99 µM. Protein disulfide-isomerase A6 (Homo sapiens), Q15084. 90 min. AID 651711, 2012. 350,000 tested, 0.05% active;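 active = mean replicate inhibition above about 25%, with every replicate also reaching it, limit read from the data, passing the limit was not always enough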
# RAD52 anneal inh – RAD52 DNA annealing inhibitors, primary screen, biochemical, FRET, single point, set 2. DNA repair protein RAD52 homolog (Homo sapiens), P43351. recombinant RAD52 DNA annealing, FRET fluorescence. inhibition, % at 18.7 µM. 360,000 tested, 0.46% active. AID 651710, 2012;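 active = every replicate showing at least 50% inhibition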
# RAD54 branch – inhibitors of human RAD54 branch migration, primary screen, biochemical, fluorescence, single point | DNA repair and recombination protein RAD54-like (Homo sapiens), Q92698 | 360,000 tested, 0.14% active | RAD54 Holliday junction branch migration, FAM/BHQ fluorescence | inhibition, % at 10.4 µM;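 active = mean normalized replicate activity at least 40 and at least half of replicates scoring 40 or more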;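 note: 0% = median of neutral control wells and 100% = median of positive control wells; inhibitors cause a drop in the FAM fluorescence signal; in these data hits start at about 50%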
# ERAP1 inh – human ERAP1 aminopeptidase inhibitors, primary screen, biochemical, single point, plate reader | 340,000 tested, 0.15% active | recombinant ERAP1, Leu-AMC fluorescence, 60 min | inhibition, % at 10.7 µM | AID 652197, 2013 | Endoplasmic reticulum aminopeptidase 1 (Homo sapiens), Q9NZ08;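 active = mean replicate inhibition of at least 30%, or all replicates individually reaching that 30% level; inactive = mean below 30% and not every replicate reaching it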;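 note: 0% = neutral control wells and 100% = L-leucinethiol positive control wells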
# Target sequence (Q9NZ08 whole entry, looked up): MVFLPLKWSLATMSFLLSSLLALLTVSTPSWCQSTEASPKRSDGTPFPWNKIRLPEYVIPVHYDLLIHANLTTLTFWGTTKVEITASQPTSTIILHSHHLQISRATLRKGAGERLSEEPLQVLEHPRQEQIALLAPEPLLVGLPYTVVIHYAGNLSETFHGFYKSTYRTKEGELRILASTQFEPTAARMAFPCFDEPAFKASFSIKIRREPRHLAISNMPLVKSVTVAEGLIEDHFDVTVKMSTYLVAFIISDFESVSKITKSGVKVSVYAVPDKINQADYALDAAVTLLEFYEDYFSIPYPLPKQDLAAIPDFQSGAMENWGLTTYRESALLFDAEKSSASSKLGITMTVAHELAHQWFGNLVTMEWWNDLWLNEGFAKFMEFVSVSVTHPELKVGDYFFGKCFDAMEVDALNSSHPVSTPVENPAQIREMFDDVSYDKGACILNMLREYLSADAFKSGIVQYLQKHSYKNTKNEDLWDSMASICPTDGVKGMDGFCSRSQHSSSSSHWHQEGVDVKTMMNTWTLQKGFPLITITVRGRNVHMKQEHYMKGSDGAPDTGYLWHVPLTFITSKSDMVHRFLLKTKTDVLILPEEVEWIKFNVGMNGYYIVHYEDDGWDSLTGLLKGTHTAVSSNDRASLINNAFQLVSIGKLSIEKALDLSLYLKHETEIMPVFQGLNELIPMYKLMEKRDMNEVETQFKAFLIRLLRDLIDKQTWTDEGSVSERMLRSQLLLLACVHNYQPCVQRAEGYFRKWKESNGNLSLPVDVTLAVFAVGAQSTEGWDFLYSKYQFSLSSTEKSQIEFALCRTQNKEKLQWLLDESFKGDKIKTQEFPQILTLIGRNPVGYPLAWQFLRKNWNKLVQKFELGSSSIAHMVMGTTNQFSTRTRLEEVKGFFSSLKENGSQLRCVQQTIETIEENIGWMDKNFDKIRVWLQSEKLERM
# E-selectin induc – E-selectin induction in HUVECs, primary screen, imaging, HUVEC, immunofluorescence imaging, single point; 260,000 tested, 0.37% active; P16581; activation, % at 7.58 µM; normalized: neutral wells 0, TNF-alpha wells 100; AID 686992, 2013;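 active = mean E-selectin-positive cell signal at least 10% of the positive control, reached in at least 60% of replicates, without over 20% cell loss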;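 note: in these data hits start at about 27%; measured in HUVEC primary endothelial cells; signal is the percent of cells scored E-selectin positive by PE staining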
#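 material = human umbilical vein endothelial cells (HUVEC), E-selectin induction | quantity = 3,000 cells/well | medium = EGM-2 growth medium on 0.1% gelatin-coated wells | technique = immunofluorescence imaging | read-out basis = % PE-positive cells | control set = TNF-alpha positive control, DMSO neutral control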
# esBAF inh – Bmi1 luciferase reporter increase in mESCs, primary screen, esBAF inhibitor project, mouse ES cells, Bmi1 luciferase knock-in, single point. 24 h; 100% = twice the neutral-well signal. AID 602393, 2012. 350,000 tested, 2% active. reporter increase, % at 12.5 µM; in the data active = activation above about 40%;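 note: 0% = median of the plate's neutral control wells and 100% = double that signal; a rise in the Bmi1 reporter signal indicates esBAF inhibition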
# * hit, by the source's call; x = not tested or not shown; & = joins results of further samples.
no.	SMILES	XiGFP reactiv	ERAP1 inh	ERp5 inh	S100A4 MyoIIA	RAD54 branch	RAD52 anneal inh	esBAF inh	E-selectin induc
1	C[C@@H]1CN([C@@H](C)CO)C(=O)c2cc(NC(=O)Cc3ccccc3)ccc2O[C@H]1CN(C)C(=O)Nc1ccc2c(c1)OCO2	-0.1	-1	1	10	2	1	-2	-9.1
2	CCN(CC)S(=O)(=O)c1cc(NC(=O)c2cc(-c3ccccn3)nc3ccccc23)ccc1C	0.1	1	0	9	1	-21	-3	-3.4
3	CO[C@H]1CN(C)C(=O)c2cc(NS(=O)(=O)CC(F)(F)F)ccc2OC[C@H](C)N(Cc2cccnc2)C[C@@H]1C	0.2	0	0	-6	3	-4	5	-0.3
4	COc1ccc(S(=O)(=O)Nc2ccccc2C(=O)NCc2cccnc2)cc1C	0.2	-3	-1	-1	-1	3	-4	x
5	C/C=C/c1cnc2c(c1)C(=O)N([C@H](C)CO)C[C@@H](C)[C@H](CN(C)S(=O)(=O)c1ccc(F)cc1)O2	-0.3	-1	-6	5	-3	-6	-2	-0.4
6	CC(C)c1ccc(N=c2c([N+](=O)[O-])nn(-c3ccc4c(c3)OCCO4)n2O)cc1	x	4	-3	3	-3	-20	8	x
7	Cc1cc(Nc2ccc(C(=O)N3CCCCC3)cc2)c2cccc(C)c2n1	0.3	-2	8	-3	-10	-11	0	x
8	COC(C[C@H](O)C[C@H](O)[C@@H](C)OCc1ccccc1)OC	-0.2	-2	5	-1	3	-5	-8	-0.1
9	COc1ccc(NC(=O)c2ccccc2)c([N+](=O)[O-])c1	0.1	8	-8	1	x	-31	x	-0.8
10	COc1ccc(NC(=O)N2CCC3(CC2)CN(C(C)=O)[C@H](CO)c2[nH]c4cc(OC)ccc4c23)cc1	0.3	-7	0	-19	x	-1	x	0.3
11	C/C(=N/OC(=O)CC(C)C)c1cc(-c2ccc(Cl)cc2)no1	-0.1	-2	-7	-1	x	-10	x	-0.4
12	O=C(C1CCCC1)N1CC2(C1)[C@@H](c1ccccc1)[C@H](CO)N2CCC(F)(F)F	0.1	-1	3	-3	x	-6	x	0.0
13	NC(=S)NN=Cc1cc(-c2cccc(N)c2)ccn1	0.2	-3	-5	-4	6	-16	-55	-0.2
14	CCC(=O)N1CCCCN2[C@H](C1)[C@@H](c1ccc(-c3ccc(F)cc3)cc1)[C@@H]2CO	0.4	1	1	3	-12	-6	3	-0.2
15	CCO[C@H]1OC(C(N)=O)=C[C@@H](c2ccc(Br)cc2)[C@@H]1CCCO	0.1	3	4	-1	-7	-6	-1	1.1
16	Cc1ccc(C(=O)O/N=C(\N)Cc2cccc3ccccc23)cc1	0.0	0	4	0	-7	-35	2	x
17	Cc1ccc(S(=O)(=O)N2CCOCC2)cc1NC(=O)CSc1nc(N)cc(N)n1	0.2	-1	1	-2	3	-17	x	x
18	CCOC(=O)C(C#N)(Cc1cc(OC)cc(OC)c1)Cc1cc(OC)cc(OC)c1	0.0	x	x	x	5	x	-6	0.7
19	Cc1ccc(-c2nn(CCC(=O)O)cc2CCC(=O)O)cc1	x	-2	2	5	-13	-13	-4	x
20	CC1CCN(C(=O)C(=O)c2cn(CC(=O)N3CCCCCC3)c3ccccc23)CC1	-0.2	1	4	0	-24	-102	0	0.3
21	COCC#Cc1cnc2c(c1)C(=O)N([C@@H](C)CO)C[C@H](C)[C@@H](CN(C)C(C)=O)O2	-0.6	0	7	5	-7	9	1	-2.3
22	CC(=O)N(C)C[C@H]1Oc2cc(Br)ccc2S(=O)(=O)N([C@@H](C)CO)C[C@@H]1C	-0.3	-1	-3	-3	7	8	-3	-0.6
23	C[C@H](CO)N1C[C@H](C)[C@@H](CN(C)C(=O)Nc2cccc3ccccc23)Oc2c(cccc2N(C)C)C1=O	0.4	6	3	-9	2	8	5	2.8
24	COc1ccc2c3c([nH]c2c1)[C@@H](CO)N(C(C)=O)CC31CN(Cc2cc(-c3ccccc3)on2)C1	0.1	-1	2	10	x	-25	x	0.0
25	O=C(Nc1ccc2c(c1)[C@@H]1C[C@H](CC(=O)N3CCCCC3)O[C@H](CO)[C@@H]1O2)c1ccc2c(c1)OCO2	0.1	-2	7	4	5	1	12	0.0
26	COCC(=O)N1C[C@@H](C)[C@@H](OC)CN(C)C(=O)c2ccc(NC(=O)c3ccc(F)cc3)cc2OC[C@H]1C	0.0	0	-5	11	-12	5	-6	-0.1
27	C[C@@H]1CN([C@@H](C)CO)C(=O)c2c(c3ccccc3n2C)-c2ccccc2CO[C@@H]1CN(C)Cc1ccc(Cl)c(Cl)c1	-0.6	-4	-2	7	x	10	x	5.3
28	COc1ccc2nc3sc(C(=O)NCCN4CCc5ccccc5C4)cc3cc2c1	0.0	-2	-3	-3	11	11	89*	4.3
29	CN(C)C(=O)CN1C(=O)C2CC=C(Cl)CC2C1=O (centres undefined)	0.0	0	3	-4	-2	-24	x	x
30	O=C(CSc1nnc(NC(=O)c2cccc(F)c2)s1)NCC1CCCO1 (centres undefined)	0.0	-1	-4	-2	16	1	x	1.2
31	CSc1cccc(NC(=O)N2CCCC(CNS(=O)(=O)Cc3ccccc3)C2)c1 (centres undefined)	-0.8	4	-1	-1	-11	0	4	9.0
32	NCC(=O)Nc1ccc(Cl)cc1C(=O)c1ccc[nH]1	1.1	0	-1	0	x	1	x	0.0
33	COc1cccc(NC2=C(C#N)C(=O)NC(c3cccc(OC)c3O)S2)c1 (centres undefined)	0.0	x	2	-16	-14	-29	2	x
34	COC(=O)[C@@]12CCCN1[C@H](c1ccc(-c3ccccc3)c(OC)c1)[C@H]1C(=O)N(C)C(=O)[C@H]12	0.0	-2	9	-1	0	-16	5	-0.1
35	C=Cn1c(C(=O)O)ccc1-c1ccc(OC)cc1	0.3	15	0	0	x	-5	x	x
36	CCOc1ccc(-c2c(=O)n(OCc3ccccc3Br)c3ccccc3[n+]2[O-])c(OCC)c1	0.0	-3	0	-5	x	-10	x	4.5
37	COCC(=O)Nc1ccc2c(c1)C(=O)N(C)C[C@@H](OC)[C@H](C)CN(C)[C@@H](C)CO2	0.0	-1	5	7	1	4	-6	-0.1
38	O=C(Nc1ccccc1F)N[C@H]1CC[C@H](CCNC(=O)C2CCC2)O[C@H]1CO	-0.5	1	-5	7	-6	5	-1	1.6
39	CCOc1cc(CNc2nn[nH]n2)ccc1OCC(=O)NC(C)(C)C	0.0	-1	4	0	8	-2	-1	1.3
40	COc1ccc2c3c([nH]c2c1)[C@@H](CO)N(Cc1ccccc1F)CC31CN(C(=O)C2CC2)C1	0.1	1	6	1	x	-29	x	-0.5
41	CCC(=O)N(C)C[C@@H]1Oc2ncc(C#Cc3ccccc3)cc2C(=O)N([C@@H](C)CO)C[C@@H]1C	-1.1	-1	2	1	-4	3	-3	-0.3
42	O=C(CN1N=C(c2ccccc2)CCC1=O)NCc1ccco1	0.7	-2	-11	0	x	-16	x	-0.9
43	CN1CCN(C(=O)C[C@@H]2C[C@H]3c4cc(NS(C)(=O)=O)ccc4O[C@H]3[C@@H](CO)O2)CC1	0.1	-3	-2	1	1	-9	4	0.1
44	COc1ccc2c3c(n(C)c2c1)[C@H](CO)N(C)CC31CCN(C(=O)c2ccc3c(c2)OCO3)CC1	0.2	0	0	10	x	-14	x	-0.1
45	C[C@H]1CN([C@@H](C)CO)C(=O)c2cc(NC(=O)Nc3ccc(F)cc3)ccc2O[C@H]1CN(C)S(=O)(=O)c1ccccc1	0.0	-1	3	-22	-12	-16	5	-0.1
46	COc1ccc(-c2ccc3c(c2)O[C@H](CN(C)Cc2ccccc2C(=O)O)[C@H](C)CN([C@H](C)CO)S3(=O)=O)cc1	-0.8	1	-2	-2	3	-3	1	1.0
47	COc1ccccc1C(=O)Nc1ccc2c(c1)C(=O)N(C)C[C@@H](OC)[C@@H](C)CN[C@H](C)CO2	0.4&0.1	-2	1	-8	4	-13	-2	0.1
48	CSc1ncccc1C(=O)Nc1ccc2c(c1)OCCO2	0.0	1	5	-32	8	-52	-4	0.6
49	C[C@H](O)[C@@H]1C(=O)N2CCc3ccc(N4CCOCC4)cc3[C@@H]2C[C@@H]1N(C)S(=O)(=O)c1ccccc1	0.0	1	1	-5	0	-12	-3	0.2
50	COc1ccccc1NC(=O)CC1S/C(=N/N=C2\CCCc3ccccc32)NC1=O (centres undefined)	0.0	7	7	8	5	-7	-8	x

# Gathered by group, the compounds so far containing bromine.
no.	SMILES	XiGFP reactiv	ERAP1 inh	ERp5 inh	S100A4 MyoIIA	RAD54 branch	RAD52 anneal inh	esBAF inh	E-selectin induc
15	CCO[C@H]1OC(C(N)=O)=C[C@@H](c2ccc(Br)cc2)[C@@H]1CCCO	0.1	3	4	-1	-7	-6	-1	1.1
22	CC(=O)N(C)C[C@H]1Oc2cc(Br)ccc2S(=O)(=O)N([C@@H](C)CO)C[C@@H]1C	-0.3	-1	-3	-3	7	8	-3	-0.6
36	CCOc1ccc(-c2c(=O)n(OCc3ccccc3Br)c3ccccc3[n+]2[O-])c(OCC)c1	0.0	-3	0	-5	x	-10	x	4.5

# Continuation:
no.	SMILES	XiGFP reactiv	ERAP1 inh	ERp5 inh	S100A4 MyoIIA	RAD54 branch	RAD52 anneal inh	esBAF inh	E-selectin induc
51	CCCCN(C(=O)c1ccc(S(=O)(=O)N(CC)CC)cc1)c1c(N)n(CCC)c(=O)[nH]c1=O	0.1	0	-1	1	-1	-13	-8	x
52	N#C[C@@H]1[C@H](c2ccccc2)[C@@H](CO)N1C(=O)c1ccc2c(c1)OCO2	-0.1	-1	0	-15	1	1	-2	0.8
53	CC1CCN(S(=O)(=O)c2ccc3c(ccn3CCC(=O)NC(C)C)c2)CC1	0.1	-4	-6	13	-7	-12	6	x
54	CCOC(=O)c1cc(S(=O)(=O)N2CCN(c3ccccc3OC)CC2)cn1C	0.0	2	3	0	6	-6	2	x
55	O=C1NC(NS(=O)(=O)c2ccccc2)(C(F)(F)F)C(=O)N1Cc1ccccc1 (centres undefined)	0.0	1	-2	-4	-12	-3	2	x

# Pulled one by one from the entries so far:
no.	SMILES	XiGFP reactiv	ERAP1 inh	ERp5 inh	S100A4 MyoIIA	RAD54 branch	RAD52 anneal inh	esBAF inh	E-selectin induc
54	CCOC(=O)c1cc(S(=O)(=O)N2CCN(c3ccccc3OC)CC2)cn1C	0.0	2	3	0	6	-6	2	x
51	CCCCN(C(=O)c1ccc(S(=O)(=O)N(CC)CC)cc1)c1c(N)n(CCC)c(=O)[nH]c1=O	0.1	0	-1	1	-1	-13	-8	x
52	N#C[C@@H]1[C@H](c2ccccc2)[C@@H](CO)N1C(=O)c1ccc2c(c1)OCO2	-0.1	-1	0	-15	1	1	-2	0.8
55	O=C1NC(NS(=O)(=O)c2ccccc2)(C(F)(F)F)C(=O)N1Cc1ccccc1 (centres undefined)	0.0	1	-2	-4	-12	-3	2	x
